ABCG2 block: ABCG2 efflux pump inhibitors, primary screen, multiplex with ABCB1, IgMXP3 cells, flow cytometry | Broad substrate specificity ATP-binding cassette transporter ABCG2 (Homo sapiens), Q9UNQ0 | JC-1 efflux | inhibition, % at 6.6 µM | 190,000 tested, 0.1% active | AID 1325, 2008;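 active = inhibition above 80%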;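 note: 0% = DMSO and 100% = nicardipine control wells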
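Incubation: cells with compound and JC-1, 10 min at 25 °C, rotating, no wash / Test system: IgMXP3 (ABCG2) plus far-red-tagged CCRF-Adr (ABCB1) cells / Compound dosing: one concentration, 6.6 µM final / Also added: JC-1 fluorescent substrate / Evaluation: efflux inhibition in percent versus controls / Detection: flow cytometry, 530 nm JC-1 signal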
RGS7-Gao: RGS7-Galphao binding modulators, primary screen, biochemical, multiplexed bead flow cytometry | Guanine nucleotide-binding protein G(o) subunit alpha (Homo sapiens), P09471 | actives lie on both sides | binding response (% of control), % at 10 µM | 220,000 tested, 0.35% active | AID 1439, 2008; in the data active = binding response below about 49% or above about 150%; inconclusive = no clear call, values can overlap the other calls; inactive = in between;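 note: fluorescent Galphao held in activated GDP-AlF4 state binding bead-coupled RGS7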
RGS4-Gao reg: modulators of RGS4 binding to Galphao, primary screen, biochemical, multiplexed bead flow cytometry; Guanine nucleotide-binding protein G(o) subunit alpha (Homo sapiens), P09471; AID 1415, 2008; actives lie on both sides; binding response (% of control), % at 10 µM; 220,000 tested, 0.33% active; in the data active = binding response below about 49% or above about 150%; inactive = in between;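 note: fluorescent Galphao activated with aluminum fluoride binding bead-coupled RGS4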
Bcl-B Bim block: inhibitors of Bim-Bcl-B binding, primary screen, biochemical, multiplexed, human Bcl-2 family | Bcl-2-like protein 10 (Homo sapiens), Q9HD36 | bead-based flow cytometry, Bim peptide-Bcl-B binding | inhibition, % at 10 µM | 190,000 tested, 0.073% active | AID 951, 2007;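 note: 0% = tracer peptide without compound and 100% = reference inhibitor peptide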
Target sequence (Q9HD36 whole entry, looked up): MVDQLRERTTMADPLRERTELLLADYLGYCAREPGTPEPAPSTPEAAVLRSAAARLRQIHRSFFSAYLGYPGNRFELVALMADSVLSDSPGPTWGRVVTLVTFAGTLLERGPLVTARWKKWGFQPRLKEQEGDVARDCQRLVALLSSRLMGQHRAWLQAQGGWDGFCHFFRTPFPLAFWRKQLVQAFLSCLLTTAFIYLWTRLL
GSH bead fluor: compound fluorescence on glutathione beads, profiling panel, artefact control, biophysical, 488/530 nm, flow cytometry; 190,000 tested, 0.25% active; fluorescence (KMESF) at 10 µM; AID 1776, 2009; GSH beads flow cytometry, compound fluorescence 488/530 nm; stronger effect = higher value; in the data active = fluorescence above about 89;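 note: glutathione beads carrying GST-tagged Bcl family fusion proteins plus one bare bead set; values are compound well signal with DMSO vehicle wells as background; inactives centre near 16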
Avidin bead fluor: green autofluorescence of compounds with avidin beads – biophysical, 488/530 nm, flow cytometry, artefact control, profiling panel; compound fluorescence 488/530 nm; stronger effect = higher value; fluorescence (KMESF) at 10 µM; 220,000 tested, 0.38% active; AID 1775, 2009; in the data active = fluorescence above about 47; note: inactives centre near 10
Bim-Bcl-XL: inhibitors of Bim-Bcl-XL binding, primary screen, biochemical, multiplexed, bead flow cytometry, human Bcl-XL. Bim peptide-Bcl-XL binding, fluorescence. AID 1007, 2008. 190,000 tested, 0.04% active. inhibition, % at 10 µM. Bcl-2-like protein 1 (Homo sapiens), Q07817
Target sequence (Q07817 whole entry, looked up): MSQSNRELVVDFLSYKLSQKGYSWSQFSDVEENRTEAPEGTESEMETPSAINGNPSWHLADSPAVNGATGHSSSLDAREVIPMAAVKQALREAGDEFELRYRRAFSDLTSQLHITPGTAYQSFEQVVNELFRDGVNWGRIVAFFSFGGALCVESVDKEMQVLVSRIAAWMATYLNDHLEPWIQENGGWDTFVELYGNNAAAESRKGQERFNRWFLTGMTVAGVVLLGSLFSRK
Bim-Bcl-W: inhibitors of Bim binding to Bcl-W, primary screen, biochemical, multiplexed, bead-based flow cytometry; Bcl-2-like protein 2 (Homo sapiens), Q92843; Bim peptide-Bcl-W binding; inhibition, % at 10 µM; 190,000 tested, 0.02% active; AID 952, 2007;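 note: 0% = bound tracer without compound and 100% = peptide blocker; higher means less fluorescent Bim peptide bound to Bcl-W beads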
Target sequence (Q92843 whole entry, looked up): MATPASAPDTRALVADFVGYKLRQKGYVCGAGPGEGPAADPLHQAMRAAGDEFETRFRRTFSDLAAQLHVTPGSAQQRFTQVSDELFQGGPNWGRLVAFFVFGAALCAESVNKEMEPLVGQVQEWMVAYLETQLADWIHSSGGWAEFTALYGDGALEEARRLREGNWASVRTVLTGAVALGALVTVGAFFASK
ABCB1 inh: ABCB1 efflux pump inhibitors, primary screen, cell-based, multiplex, flow cytometry, ABCG2 counter-screen; CCRF-Adr cells, JC-1 efflux; inhibition, % at 6.6 µM; 190,000 tested, 0.067% active; in the data active = inhibition above about 40%;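 note: 0% = vehicle and 100% = reference inhibitor; higher value means more JC-1 retained so stronger ABCB1 efflux block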
Bim-Bfl-1: inhibitors of Bim binding to Bfl-1, primary screen, biochemical, multiplexed, bead-based flow cytometry; Bcl-2-related protein A1 (Homo sapiens), Q16548; Bim-Bfl-1 binding inhibition; inhibition, % at 10 µM; 190,000 tested, 0.12% active; AID 1008, 2008;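 note: 0% = wells without compound plus tracer and 100% = blocker peptide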
Bim-Bcl-2: inhibitors of Bim-Bcl-2 binding, primary screen, biochemical, multiplexed, human Bcl-2 family | Apoptosis regulator Bcl-2 (Homo sapiens), P10415 | Bead-based flow cytometry, Bim peptide-Bcl-2 binding | inhibition, % at 10 µM | 190,000 tested, 0.06% active | AID 950, 2007; in the data active = inhibition above about 40%; inconclusive = no clear call, values can overlap the other calls;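 note: 0% = no compound wells with probe peptide and 100% = reference peptide inhibitor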
Target sequence (P10415 whole entry, looked up): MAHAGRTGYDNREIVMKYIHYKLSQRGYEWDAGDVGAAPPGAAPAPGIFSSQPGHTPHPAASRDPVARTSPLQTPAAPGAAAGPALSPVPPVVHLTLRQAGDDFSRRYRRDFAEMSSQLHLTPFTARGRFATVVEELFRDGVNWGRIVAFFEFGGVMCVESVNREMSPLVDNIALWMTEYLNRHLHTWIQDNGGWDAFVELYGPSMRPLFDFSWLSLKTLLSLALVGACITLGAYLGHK
* marks the source's active call; other numbers are inactive results; ? = inconclusive; . = no result given. Cut-off read from the data, not from the text of the source, unless noted: active = inhibition above about 40%. Hits appear at their usual frequency (roughly 1.3% active in at least one column).

SMILES | ABCG2 block | RGS7-Gao | RGS4-Gao reg | Bcl-B Bim block | GSH bead fluor | Avidin bead fluor | Bim-Bcl-XL | Bim-Bcl-W | ABCB1 inh | Bim-Bfl-1 | Bim-Bcl-2
Cc1ccc(N2C(=O)c3ccc(C(=O)N4CCN(c5ccc(C)c(C)c5)CC4)cc3C2=O)cc1 | 3 | 102 | 100 | -4 | 9 | 22 | -2 | -1 | 0.5 | -2 | 1
CN(Cc1ccccc1F)c1ccc(S(=O)(=O)N2CCCC2)cn1 | 7 | ? | 102 | -3 | 27 | 9 | -3 | -1 | 0.9 | -4 | -4
Cc1ccccc1NC(=S)N(Cc1cccs1)C1CCCCC1 | 1 | ? | 100 | -5 | 14 | 8 | -2 | -6 | 1.1 | -4 | -4
O=C1c2ccccc2C(=O)N1c1cccc2cccnc12 | 0 | 102 | 98 | 23 | 5 | 10 | 36 | 24 | 0.3 | 40* | 30
CC(=O)Nc1cc(S(=O)(=O)Nc2ccc(C)cc2)c(C)cc1C | 7 | 104 | 104 | -3 | 12 | 15 | 0 | 2 | 0.3 | -8 | -3
CN(C)c1nc(N)c2ncc(=S)[nH]c2n1 | 1 | ? | 99 | -24 | 14 | 9 | -8 | -4 | -0.1 | 4 | -2
Cc1cc(-c2ccccc2)c(C#N)c(N)n1 | 1 | 102 | 103 | -2 | 16 | 26 | -3 | 0 | -0.1 | -1 | 0
CN1CCN(/N=C/c2ccc(N(c3ccccc3)c3ccccc3)cc2)CC1 | 1 | 105 | 102 | -2 | 18 | 11 | 0 | 0 | 0.6 | -3 | -2
COc1ccc(S(=O)(=O)n2nc(OC(=O)c3c(-c4ccccc4Cl)noc3C)cc2N)cc1 | 4 | 107 | 103 | 0 | 13 | 7 | 0 | 1 | 3.1 | 0 | -2
O=C(C1=C(O)C(=O)N(CC2CCCO2)C1c1cccnc1)c1ccco1 (stereo not given) | -5 | 103 | 107 | -9 | 35 | 14 | -5 | 2 | 0.6 | -13 | -4
COc1cc(/C=N/NC(=O)Cn2ccc(C(F)(F)F)n2)cc(OC)c1OC | 2 | 23* | 31* | -3 | 14 | 2 | -3 | -1 | 0.4 | -7 | -4
CO/N=C/C1CCN(c2ncc(C(F)(F)F)cc2Cl)C1=O (stereo not given) | 1 | 106 | 105 | 0 | 19 | 11 | 1 | 0 | 0.3 | -1 | 2
Cc1c(C#N)c2ccccc2n1CC(=O)N1CCCc2ccccc21 | 2 | 100 | 103 | -6 | 24 | 34 | 0 | 0 | 1.1 | -10 | -4
COc1ccc(C(C)=O)cc1CSc1nc2ccccc2c(=O)n1-c1cccc(C)c1 | 14 | 99 | 96 | -11 | 10 | 10 | -6 | -5 | 9.1 | -15 | -7
COc1ccc(/C=N/S(=O)(=O)CCc2ccccc2)c(OC)c1 | -1 | 94 | 98 | -10 | 14 | 12 | -4 | -3 | -0.1 | -16 | -2
O=S(=O)(N[C@@H]1C[C@H]2CC[C@@H]1C2)c1cccs1 | 2 | 102 | 101 | 0 | 12 | 8 | 0 | -3 | 0.1 | -1 | 0
CC1=Nc2ccc(C)cc2/C1=C/c1c(N)n2c(S(=O)(=O)C(C)C)nsc2nc1=O | -1 | 111 | 113 | -3 | 14 | 24 | -3 | -1 | -0.4 | -5 | -2
COc1ccc2c(c1)-c1c(ssc1=S)C(C)(C)N2 | 33 | 97 | 97 | -4 | 28 | 3 | 3 | 6 | 0.4 | 8 | 8
Cc1ccccc1N(C(=O)Cn1nnc(-c2cccs2)n1)C(C(=O)NCCC(C)C)c1ccco1 (stereo not given) | 2 | 95 | 96 | 1 | 12 | 32 | -1 | 0 | 1.7 | -1 | -3
O=C(N/C(=C\c1ccco1)C(=O)N1CCOCC1)c1ccco1 | -1 | 104 | 103 | 9 | 8 | 8 | -2 | 0 | -0.2 | 0 | 0
CCCCn1c(CCC(=O)O)nc2cc(S(=O)(=O)N(C)C)ccc21 | -1 | 103 | 108 | -2 | 13 | 12 | -5 | -5 | 0.1 | -6 | -2
O=C(Nc1ccccc1)N1CCn2c1nc1ccccc12 | 11 | 101 | 100 | -9 | 40 | 17 | -11 | -2 | 0.5 | -16 | -10
Cc1cc2cc(CNC(=O)Nc3ccccc3)ccc2[nH]1 | -1 | 104 | 102 | -3 | 10 | 23 | 0 | -2 | -0.5 | -8 | -5
CC(C)(C)C1=C[C@@H](CO)C[C@@H](CO)C1 | 0 | 92 | 95 | -11 | 34 | 12 | -6 | -6 | 0.2 | -15 | -14
Cc1cc(S(=O)(=O)NC2CCCC2)ccc1F | 2 | 98 | 100 | 2 | 13 | 32 | 3 | 4 | 0.3 | 1 | 1
O=C(C(Cc1ccccc1)n1cccc1)N1CCCCC1 (stereo not given) | 0 | 100 | 102 | -5 | 24 | 6 | -5 | 1 | 0.2 | -10 | -7
COC(=O)c1[nH]c(C)c(/C(O)=C2\C(=O)C(=O)N(CCN(C)C)C2c2ccco2)c1C (stereo not given) | 7 | 100 | 101 | -5 | 27 | 30 | -6 | -6 | 0.1 | -7 | -6
O=C(c1ccco1)N1CCN(S(=O)(=O)c2ccc(Cl)s2)CC1 | -1 | . | . | 0 | 17 | . | 1 | 1 | 0.0 | 1 | 0
CCOc1ccc(OCC)c(NC(=O)c2ccc(CNc3c(N4CCOCC4)c(=O)c3=O)cc2)c1 | -1 | 100 | 101 | -11 | 37 | 14 | -5 | 0 | -0.1 | -14 | -6
Cc1cc(C)n(-c2nc3ccccc3c(=O)n2OCC(N)=O)n1 | 0 | 99 | 97 | 1 | 23 | 37 | -1 | -1 | 0.2 | -2 | -2
CN(NS(=O)(=O)c1ccc(Br)cc1)c1nc(C(F)(F)F)nc2ccccc12 | 1 | 99 | 100 | 4 | 10 | 8 | 1 | 7 | 0.0 | 5 | 2
C/C(=N\NC(=O)C(=O)Nc1ccc(C)cc1)c1ccncc1 | -2 | 99 | 100 | -2 | 5 | 3 | -2 | 0 | 0.2 | 1 | 3
CC1CCCCN1Cc1nc2c(c(=O)n(C)c(=O)n2C)n1CCc1ccccc1 (stereo not given) | 7 | 95 | 101 | -8 | 30 | 14 | -3 | -1 | 1.6 | -11 | -8
Cc1ccc(Sc2ccc(CO)cc2[N+](=O)[O-])cc1 | 9 | 97 | 104 | -3 | 13 | 9 | -3 | -3 | 0.8 | -3 | -1
CCCn1c2c(c(O)c(C(=O)Nc3nccs3)c1=O)CCCC2 | 0 | 105 | 104 | 1 | 16 | 4 | 2 | -2 | 0.1 | 0 | 5
O=C(Nc1ccc2c(c1)OCCO2)N1CCOCC1 | 2 | 102 | 101 | -1 | 14 | 9 | -3 | -4 | 0.7 | 6 | 2
CSc1ccc(CN2CCN(CCC(C)C)C(CCO)C2)cc1 (stereo not given) | 1 | 93 | 95 | -2 | 12 | 5 | 0 | -3 | 0.8 | -4 | 0
CC(=O)Nc1c(C(=O)O)[nH]c2ccccc12 | 0 | 101 | 99 | 0 | 11 | 36 | 0 | -5 | 0.0 | 0 | 0
CCC(C)(NC(=O)Cc1c[nH]c2ccccc12)C(=O)NC1CCCCC1 (stereo not given) | 17 | 103 | 99 | -2 | 22 | 11 | -4 | -3 | 2.6 | 0 | 2
COc1cc(C(=O)NCCN2CCOCC2)cc(OC)c1OC | 1 | 96 | 99 | -7 | 11 | 10 | -6 | -4 | 0.2 | -17 | -9
CCOCCCNc1nc(=S)[nH]c2cc(OC)c(OC)cc12 | 5 | 81 | 81 | 15 | 3 | 12 | 26 | 15 | 0.4 | 3 | 7
O=C(c1ccccc1)N1CCSc2sccc2C1=O | 3 | ? | 102 | 0 | 23 | 9 | -4 | -3 | 0.5 | 2 | 0
CC(=O)N1CCN(c2ccccc2NC(=O)COc2ccc(Br)cc2)CC1 | 0 | 90 | 95 | -2 | 15 | 21 | 1 | 0 | 1.7 | -1 | 0
Cn1c(SCC(=O)N/N=C/c2ccc([N+](=O)[O-])s2)nnc1-c1ccccc1 | 0 | 101 | 99 | -12 | 8 | 13 | -4 | -8 | -0.5 | -5 | -3
O=C(CSc1nnc(COc2ccccc2)o1)NCCc1ccccc1 | 4 | 100 | 100 | 7 | 73 | 4 | 11 | 13 | 1.6 | 11 | 9
CCCC(=O)NC(=S)Nc1ccccc1C(F)(F)F | 7 | 99 | 100 | -4 | 18 | 34 | -3 | -2 | 0.8 | -3 | -1
CC1=C(C(=O)Nc2ccccc2)C(c2coc3ccccc3c2=O)C2=C(CCCC2=O)N1 (stereo not given) | 3 | 102 | 103 | -6 | 11 | 7 | -5 | -3 | 0.4 | -3 | -7
CC(C)Oc1ccc(/C(O)=C2/C(=O)C(=O)N(CCN(C)C)C2c2cccs2)cc1 (stereo not given) | 0 | 99 | 102 | -3 | 6 | 3 | -2 | -2 | 0.1 | 0 | 9
Cn1nccc1C(=O)Oc1ccc(/C=N/NC(=O)c2ccccc2O)cc1 | 4 | 102 | 112 | -4 | 10 | 11 | -4 | -4 | 0.6 | -3 | 0
O=C(O)CC(NC(=O)Cc1ccc(Cl)cc1)c1ccco1 (stereo not given) | 2 | 98 | 98 | 0 | 13 | 7 | 2 | 0 | 0.2 | -3 | -1
CCCn1c(SCC(=O)NCCc2ccccc2)nnc1-c1cccnc1 | 7 | 106 | 104 | -1 | 15 | 15 | -5 | -1 | 0.1 | -2 | -4
CCOc1cc2[nH]c(=O)n(CCCN3CCCC3=O)c(=O)c2cc1OCC | 14 | 98 | 98 | 0 | 23 | 16 | -2 | 0 | 2.3 | -1 | 0
CC(C)NC(=S)NN(c1ccccc1)c1ccccc1 | 3 | 95 | 98 | -2 | 5 | 8 | -5 | 5 | 0.2 | -4 | 0

Single records, as listed above:
Cn1nccc1C(=O)Oc1ccc(/C=N/NC(=O)c2ccccc2O)cc1 reads ABCG2 block: 4; RGS7-Gao: 102; RGS4-Gao reg: 112; Bcl-B Bim block: -4; GSH bead fluor: 10; Avidin bead fluor: 11; Bim-Bcl-XL: -4; Bim-Bcl-W: -4; ABCB1 inh: 0.6; Bim-Bfl-1: -3; Bim-Bcl-2: 0
O=C(O)CC(NC(=O)Cc1ccc(Cl)cc1)c1ccco1 (stereo not given) reads ABCG2 block: 2; RGS7-Gao: 98; RGS4-Gao reg: 98; Bcl-B Bim block: 0; GSH bead fluor: 13; Avidin bead fluor: 7; Bim-Bcl-XL: 2; Bim-Bcl-W: 0; ABCB1 inh: 0.2; Bim-Bfl-1: -3; Bim-Bcl-2: -1

Screens deposited in PubChem by NMMLSC.
